# Screening results: PubChem BioAssay, National Center for Advancing Translational Sciences (NCATS)
# Ub-GFP proteasome – Ubiquitin-GFP Assay. Ubiquitin-GFP reporter cells, proteasome inhibition, GFP fluorescence; response scale: untreated = 0%, 10 µM MG-132 = 100%. Potency, µM (series often up to 45.9 µM), inactives show top-dose activation (GFP accumulation), actives largely listed as activators. 67,000 tested, under 10 active. AID 526, 2006; active = well fitted activation curve with a large enough effect, not every such curve was filed as active; inconclusive = small, poorly fitted or top-dose-only effect, or another doubt; inactive = no such curve, though single readings can be large or run the other way; also: potency is read from the fitted curve at half-maximal effect
#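 U2OS Ub(G76V)-GFP reporter; O/N plating, 0.5% FBS; cpd 46 uM–2.9 nM, 4 h, 37 °C; GFP+ cell count, 488/515 nm; norm. to basal vs 10 uM MG-132; CRC fit.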
# Fluorescein autfl – qHTS Assay for Spectroscopic Profiling in Fluorescein Spectral Region; Compound autofluorescence, 480/540 nm, fluorescein-equivalent; active compounds read high; AID 593, 2007; max fluorescein-equivalent concentration, M; 59,000 tested, 0.91% active; in the data active = max fluorescein-equivalent concentration above about 10 nM; inconclusive = between about 1.1 nM and that limit
#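 Compounds were pin-transferred into 100 mM Tris buffer, pH 8.0, and incubated 15 min at room temperature. Fluorescence was read at 480 nm excitation/540 nm emission. Signals were normalized to an on-plate six-point fluorescein standard curve as dye-equivalent concentration.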
# ERK AVP block – qHTS Assay for Inhibitors of the ERK Signaling Pathway using a Homogeneous Screening Assay. HEK293-V1b, vasopressin-stimulated pERK AlphaScreen. Potency, µM (titrated, usually from 57.5 µM), for inactives: at the highest dose activity, negative = inhibition, usual class: inhibitors. 72,000 tested, 0.99% active; also: potency is read from the fitted curve at half-maximal effect; % is scaled to controls: 0 for no effect and ±100 for the full control effect; nearly all actives have a fitted effect of over 55% in size
#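 qHTS, compounds titrated on V1b-expressing HEK293 cells. Preincubation 30 min at 37C, vasopressin 25 nM for 5 min, lysis 10 min, bead incubation 5 hr at room temperature.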
# GFP derepression – qHTS Assay for Epigenetic Modulators; 68,000 tested, 0.09% active; AID 597, 2007; Potency, µM (titrated, usually from 46.1 µM), inactives show at the highest dose GFP derepression (activation); mouse C127i GFP locus derepression, cytometry, 30 h; also: % of control where 0% means no effect
#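 Locus derepression in mouse mammary C127i cells whose integrated CMV-GFP reporter is normally silent; GFP expression after 30 h compound treatment was quantified by counting fluorescent cells.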
# FLuc inh – qHTS Assay for Inhibitors of Firefly Luciferase. Potency, µM (top dose mostly 57.1 µM), without a hit: at the highest dose activity change, negative = inhibition, usual class: inhibitors. Luciferin 4-monooxygenase (Photinus pyralis), P08659. 72,000 tested, 2.2% active. purified firefly luciferase, luminescence, 8 min; also: potency is read from the fitted curve at half-maximal effect; % is scaled to controls: 0 for no effect and ±100 for the full control effect; nearly all actives have a fitted effect of over 40% in size
# Target sequence (P08659 whole entry, looked up): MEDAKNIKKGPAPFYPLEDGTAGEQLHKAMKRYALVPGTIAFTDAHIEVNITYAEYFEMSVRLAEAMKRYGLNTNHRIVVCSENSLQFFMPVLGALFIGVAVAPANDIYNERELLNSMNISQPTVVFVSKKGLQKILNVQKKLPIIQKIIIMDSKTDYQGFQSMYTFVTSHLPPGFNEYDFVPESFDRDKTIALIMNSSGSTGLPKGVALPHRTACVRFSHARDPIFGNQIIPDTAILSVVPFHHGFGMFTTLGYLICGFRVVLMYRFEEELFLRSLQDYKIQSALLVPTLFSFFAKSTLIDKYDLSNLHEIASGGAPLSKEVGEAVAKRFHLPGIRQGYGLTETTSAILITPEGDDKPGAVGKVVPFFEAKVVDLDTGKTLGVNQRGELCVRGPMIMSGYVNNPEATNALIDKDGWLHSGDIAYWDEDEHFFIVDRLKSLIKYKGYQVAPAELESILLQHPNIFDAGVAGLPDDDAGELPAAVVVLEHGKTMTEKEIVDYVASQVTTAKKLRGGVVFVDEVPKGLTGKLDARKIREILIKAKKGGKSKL
#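 Substrate buffer containing 10 uM ATP (pH 7.2 imidazole, Mg2+, KCl, detergent, BSA) is dispensed, compound pinned in, then luciferase/luciferin detector mix added. After 8 min at ambient temperature, light output is measured.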
# HBB splice mod – qHTS Assay for Modulators of Hemoglobin Beta Chain Splicing. 65,000 tested, 0.06% active. Potency, µM (titrated, usually from 46.1 µM), without a hit: top-dose activation, actives largely listed as activators. HBB splicing reporter cell assay, activation; EGFP reporter with mutant IVS2-654 intron; response scale: normalised to 500 nM splice-correcting PNA; also: potency is read from the fitted curve at half-maximal effect; 0% is about no effect
#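 HeLa cells stably expressing EGFP interrupted by mutant beta-globin intron 2 (IVS2-654), 500/well in 2% FCS. Treated with compound for 2 days at 37C. Splicing correction scored as total well GFP intensity (488 nm excitation, 500-520 nm emission); 500 nM antisense PNA served as control.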
# Hsp90 Hop PPI – qHTS Assay for Disrupters of an Hsp90 Co-Chaperone Interaction; Hsp90 C-terminal peptide / TPR2A (Hop) interaction, human; AlphaScreen TPR2A-His6 binding biotin-Hsp90 C-terminal peptide; Potency, µM (highest dose often 57 µM), for inactives: top-dose activity change, negative = inhibition; 71,000 tested, 0.44% active; AID 595, 2007; active = well fitted curve in either direction with a large enough effect; inconclusive = small, poorly fitted or top-dose-only effect, or another doubt; also: potency is read from the fitted curve at half-maximal effect; % is scaled to controls: 0 for no effect and ±100 for the full control effect; many of its hits are not listed in these tables
# CRE-bla Fsk – Cell signaling CRE-BLA (Fsk stim); CHO CRE-bla reporter (cAMP response element driving beta-lactamase), forskolin EC10, beta-lactamase ratio; Potency, µM (top dose mostly 38.2 µM), without a hit: at the top dose activity change, negative = inhibition, most hits filed as activators; 71,000 tested, 2.5% active; active = well fitted activation curve with a large enough effect in the signal ratio, with a control signal flat, not every such curve was filed as active; inconclusive = small, poorly fitted or top-dose-only effect, or effect the other way, or a change in a side signal; the % refers to the signal ratio; also: potency is read from the fitted curve at half-maximal effect; % of control where 0% means no effect
#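 Titrated compounds plus EC10 NKH 477 on CHO CRE-bla cells, 3 h, 37 °C. CCF4, 2 h RT. Ratio 460/530 nm → AC50.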
# 4MU fluor – qHTS Assay for Spectroscopic Profiling in 4-MU Spectral Region; compound autofluorescence, 340/450 nm, 4-MU equivalents; active compounds read high; max dye-equivalent concentration, M; 59,000 tested, 11% active; AID 589, 2007; in the data active = max dye-equivalent concentration above about 10 nM; inconclusive = mostly about 1.1 nM to 9.6 nM
#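 Compounds in 100 mM Tris, pH 8.0, incubated 15 min at room temperature, then fluorescence read at 340 nm excitation/450 nm emission. Signal converted to 4-MU dye-equivalent concentration using an on-plate six-point 4-MU standard curve.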
# A350 autofl – qHTS Assay for Spectroscopic Profiling in A350 Spectral Region | Compound autofluorescence, 340/450 nm, Alexa 350 dye-equivalents; active compounds read high | max dye-equivalent concentration, M | 59,000 tested, 11% active; in the data active = max dye-equivalent concentration above about 10 nM; inconclusive = mostly about 1.1 nM to 9.6 nM
# Texas Red fluor – qHTS Assay for Spectroscopic Profiling in Texas Red Spectral Region. Compound fluorescence, Texas Red channel, 547/618 nm; active compounds read high. max dye-equivalent concentration, M. 59,000 tested, 0.06% active. AID 587, 2007; in the data active = max dye-equivalent concentration above about 10 nM; inconclusive = between about 1.1 nM and that limit
#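 Texas Red-region profiling: compounds in 100 mM Tris pH 8.0 were read at 547/618 nm after 15 min at room temperature. Intensities were normalized against a six-point Texas Red standard series to give dye-equivalent concentration.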
# * marks the source's active call; other numbers are inactive results; i = inactive; ? = inconclusive; nt = no result given; [ ] = dose if it differs, or a comment. Unless noted, calls follow the shape of the dose curve; as a rule, active = well fitted curve in the direction sought with a large enough effect; inconclusive = small, poorly fitted or top-dose-only effect, or another doubt; inactive = no such curve, though single readings can be large; an effect the other way counts as inactive or inconclusive. Some of the compounds tested, so the mix of outcomes need not match the whole.
SMILES,Ub-GFP proteasome,Fluorescein autfl,ERK AVP block,GFP derepression,FLuc inh,HBB splice mod,Hsp90 Hop PPI,CRE-bla Fsk,4MU fluor,A350 autofl,Texas Red fluor
O=C1CC2(CCCCC2)Oc2ccc(OCC(=O)N3CCOCC3)cc21,-7%,i,13%,0%,0%,0.1%,-1%,?,1.2e-06M*,1.1e-06M*,i
COC(=O)c1sc(NC(=O)c2ccc(Cn3cc(Cl)cn3)o2)c(C#N)c1C,3%,i,?,?,3%,-0.7%,-4%,?,?,?,i
CN(C)S(=O)(=O)c1ccc(C(=O)Nc2ccc(CN3CCCC3)cc2)cc1,2%,?,-23%,2%,2%,-1.6%,-4%,-3%,i,i,i
CN(Cc1ccco1)c1ncnc2ccc(-c3ccccc3C#N)cc12,-5%,?,?,2%[9.22 µM],1%[2.29 µM],0.3%,2%,2µM*,i,i,?
O=C(c1cccn2c(=O)c3ccccc3nc12)N1CCN(Cc2ccc3c(c2)OCO3)CC1,-14%,i,-14%,0%,1%,-0.7%,0%,?,2.2e-07M*,2.3e-07M*,i
CCC(C)(C)NC(=O)C(c1cccn1C)N(C(=O)Cn1nnc2ccccc21)c1ccccc1OC (stereo unspecified),0%,?,-3%,-1%,1%,nt,-5%,-4%,i,i,i
O=C(Nc1ccc(N2CCCCC2)cc1)c1cccnc1,-6%,i,-3%,-2%,?,nt,-6%,2%,i,i,i
Nc1nc(-c2cccnc2)nn1S(=O)(=O)c1ccccc1,5%,i,-23%,4%,0%,-0.1%,-1%,14%,i,i,i
COC(=O)c1cc(NC(=O)c2nccnc2C(=O)O)cc(C(=O)OC)c1,-1%,nt,nt,nt,2%,-0.5%,-5%,-7%,nt,nt,nt
CC(=O)Nc1ccc(OCC(O)Cn2nc(C)nc2C)cc1 (stereo unspecified),5%,?,10%,1%,0%,0.1%,-3%,0%,i,i,i
COc1ccc(-c2noc(CSc3nnc(-c4ccncc4)n3-c3ccc(F)cc3)n2)cc1OC,2%,?,25µM*,3%,-1%,2.1%,-5%,?,i,i,i
O=C(NC1=NCCS1)c1ccc(Cl)s1,1%,?,-15%,-3%,?,-0.8%,-1%,-16%,i,i,i
Cc1cc(C)n(-c2cc(-c3ccccc3)nc(C)n2)n1,-7%,?,16%,2%,1%,-0.1%,15%,4%,i,i,i
O=C(Nc1ccccc1)c1cnc2n(c1=O)CCS2,-10%,nt,nt,nt,-12%,0.0%,-1%,-3%,nt,nt,nt
COc1nc(-c2ccc(Cl)cc2)ccc1-c1noc(-c2ccco2)n1,-4%,?,-9%,-2%,0%,0.1%[57.5 µM],-2%,-4%,?,?,i

# The list goes on; the last 2 above are carried over.
SMILES,Ub-GFP proteasome,Fluorescein autfl,ERK AVP block,GFP derepression,FLuc inh,HBB splice mod,Hsp90 Hop PPI,CRE-bla Fsk,4MU fluor,A350 autofl,Texas Red fluor
O=C(Nc1ccccc1)c1cnc2n(c1=O)CCS2,-10%,nt,nt,nt,-12%,0.0%,-1%,-3%,nt,nt,nt
COc1nc(-c2ccc(Cl)cc2)ccc1-c1noc(-c2ccco2)n1,-4%,?,-9%,-2%,0%,0.1%[57.5 µM],-2%,-4%,?,?,i
Cc1ccc2[nH]c3c(c2c1)CN(C(=O)CN1CCN(Cc2ccc4c(c2)OCO4)CC1)CC3,-4%,i,-21%,-4%,1%,0.0%[57.5 µM],-14%,-20%,i,i,?
N#CCSc1nc2cc(C(=O)N3CCC(C(N)=O)CC3)ccc2c2nc3ccccc3n12,-10%,?,20µM*,3%,-3%,-1.7%,-10%,2.5µM*,i,?,i
Cc1ccc2oc(=O)c3cc(C(=O)N4CCN(C(=O)c5ccco5)CC4)sc3c2c1,-9%,nt,21%,nt,0%,0.3%,-4%[2.3 µM],?,nt,nt,nt
Cc1c(C(=O)N2CCCCC2)oc2ccc(S(=O)(=O)N3CC(C)CC(C)C3)cc12 (stereo unspecified),16%,i,26%,-3%,1%,-3.1%,4%,-9%,i,i,i
CCOc1c(CNCCNC(=O)c2nonc2N)cccc1OC,1%,?,-7%,4%,2%,0.4%[57.5 µM],-1%,-2%,i,i,?
Cc1ccc(S(=O)(=O)CCC(=O)c2ccc(O)cc2O)cc1,-1%,i,?,2%,-2%,-0.2%[57.5 µM],0%,?,i,i,i
COC(=O)c1cc(OC)c(OC)cc1NC(=O)c1ccco1,1%,?,24%,1%,1%,-2.7%,?,1.6µM*,?,?,i
COc1ccc(S(=O)(=O)Cc2ccc(C(=O)N3CCC(C(N)=O)CC3)o2)cc1,-9%,nt,35%,-4%,-1%,0.2%,?,-2%,nt,nt,nt
O=C(c1cccc(F)c1)N1CCC2(CC1)CCN(c1ccccn1)CC2,-9%,i,-24%,2%[9.22 µM],1%[11.4 µM],1.0%,1%,0%,i,i,i
Cc1cc(C)n(C(=O)CNC(=O)c2ccc3c(c2)OCCO3)n1,nt,i,nt,-3%[20.6 µM],-11%[25.5 µM],nt,nt,nt,i,i,i
COc1ccccc1OCC(=O)N(Cc1nc(-c2ccccc2)no1)C1CCCCC1,-4%,i,-12%,-4%,2%,-2.0%,8%,-16%,i,i,i
CC(C)N(C)C1CCN(C(=O)Nc2ccc(Cl)cc2)CC1,-1%,?,2%,0%,1%,4.4%[1.84 µM],-1%,6%,i,i,i
CC1=C(C(=O)Nc2ccccc2C)C2(CCCC2)C(C(N)=O)C(=O)N1 (stereo unspecified),13%,i,-14%,2%,1%,1.8%,-3%,-9%,i,i,i
Cc1nnc(SCC(=O)NCC2CCCO2)n1-c1ccccc1 (stereo unspecified),5%,i,5%,-1%,-30%,-3.3%,-1%,3%,i,i,i
CCOC(=O)N1CCC(c2[nH][nH]c(=O)c2C)CC1,3%,i,-6%,0%,3%,-2.9%,-6%,?,?,?,i
COc1ccc(-c2[nH]ncc2-c2cnn(-c3ccccc3)c2)c(O)c1,10%,nt,?,8%,-3%,-2.0%,-5%,4%,nt,nt,nt
Cc1ccc(C(=O)N2CCCC2)cc1S(=O)(=O)Nc1ccccc1,1%,i,-23%,5%,1%,0.0%,-8%,6%,?,?,i
CCCc1cc(=O)[nH]c(SCC(=O)c2cc(C)n(C(C)COC)c2C)n1 (stereo unspecified),2%,?,2%,1%,3%,-0.4%,-7%,9%,i,i,i
O=C(Nc1ccc(-c2cn3ccsc3n2)cc1)C1COc2ccccc2O1 (stereo unspecified),0%,?,8%,0%,-24%,-0.3%[57.5 µM],-10%,?,i,i,i
COc1cccc(OCc2nc3ccccc3[nH]2)c1,-6%,nt,2%,nt,13µM*,-0.5%,-2%[2.3 µM],4%,nt,nt,nt
CCOC(=O)C1CCN(CC(=O)Nc2c(C(=O)OC)n(C)c3cccc(C)c23)CC1,-3%,i,-19%,0%,0%,-4.5%[0.369 µM],-4%,17%,i,?,?
N#Cc1ccc(Oc2cccnc2)cc1C#N,3%,nt,-5%,1%,1%,-4.5%,-3%,-1%,nt,nt,nt
COC(=O)N1CCC2(CC1)CN(C(=O)Nc1ccc(OC)cc1)C2,4%,i,17%,-2%[9.22 µM],0%[11.4 µM],1.1%,0%,-5%,i,i,i
O=C(COc1ccc(-n2cnnn2)cc1)NC1CCCCC1,1%,i,-5%,8%,1%,5.5%[57.5 µM],0%,-4%,i,?,?
CC(C)C(=O)Nc1ccccc1N1CCN(S(C)(=O)=O)CC1,7%,?,?,3%,1%,-0.9%,-16%,10µM*,8.3e-06M*,9.3e-06M*,i
CC1(C)S[C@@H]2[C@H](NC(=O)COc3ccccc3)C(=O)N2[C@H]1C(=O)O (tested in a mixture with another compound),22%[20.5 µM],1.9e-08M*,-4%[25.7 µM],0%[20.6 µM],0%[25.5 µM],0.6%[20.6 µM],-6%[26 µM],-1%[17.1 µM],i,i,i
O=C(Nc1cccc(F)c1)N1CC[C@@]2(CCCNC2)C1,-17%,?,5%,-2%[9.22 µM],1%[11.4 µM],4.5%,-3%,3%,i,i,i
CC1CCN(Cc2nc3c(c(=O)n(C)c(=O)n3C)n2CCN2CCOCC2)CC1,3%,?,8%,-1%,2%,nt,-3%,4%,i,i,i
O=C(C(Cc1ccccc1)N1C(=O)C2C3C=CC(C3)C2C1=O)N1CCCCCC1 (stereo unspecified),-5%,i,7%,6%,0%,-0.2%,-2%,?,i,i,?
Cc1occc1C(=O)N1CCN(c2ccc(Cl)c(Cl)c2)CC1,-5%,?,-14%,9%,1%,-2.3%,-8%,?,i,i,?
O=C(CSc1nnc(-c2ccccc2Cl)n1Cc1ccco1)Nc1ccc2c(c1)OCCO2,-2%,i,-10%,0%,0%,-0.9%[1.84 µM],-2%,-23%,i,i,i
